FLuc modulator: firefly luciferase modulation, counter-screen for miR-21 project. P08659. purified FLuc, Km substrates, luminescence inhibition. Potency, µM (titrated, usually from 57.5 µM), for inactives: at the highest dose activity change, negative = inhibition, hits mostly inhibitors. 6.9% of 360,000 active; active = well fitted inhibition curve with a large enough effect; inconclusive = small, poorly fitted or top-dose-only effect;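 also: plate controls were vehicle for no effect and reference inhibitor for full effect; nearly all actives have a fitted effect of over 55% in size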
Target sequence (P08659 whole entry, looked up): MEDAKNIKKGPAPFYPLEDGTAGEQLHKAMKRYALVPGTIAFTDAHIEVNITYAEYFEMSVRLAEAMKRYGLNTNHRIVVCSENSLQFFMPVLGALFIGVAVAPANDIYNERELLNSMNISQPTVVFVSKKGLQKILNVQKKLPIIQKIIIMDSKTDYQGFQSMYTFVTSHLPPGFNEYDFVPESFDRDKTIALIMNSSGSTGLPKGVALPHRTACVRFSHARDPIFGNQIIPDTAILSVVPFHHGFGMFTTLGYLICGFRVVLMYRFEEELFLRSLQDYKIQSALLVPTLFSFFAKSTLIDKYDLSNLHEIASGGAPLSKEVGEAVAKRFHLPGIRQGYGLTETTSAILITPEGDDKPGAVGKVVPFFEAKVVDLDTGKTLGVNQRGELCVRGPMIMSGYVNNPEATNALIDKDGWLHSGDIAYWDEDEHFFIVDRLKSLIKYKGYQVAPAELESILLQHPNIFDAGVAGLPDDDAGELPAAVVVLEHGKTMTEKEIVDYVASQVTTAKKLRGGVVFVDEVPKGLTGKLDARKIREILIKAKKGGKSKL
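Biochemical qHTS of compounds, final roughly 60 µM downward over six points, against 10 nM purified firefly luciferase using Km concentrations of substrates (10 uM D-luciferin, 10 uM ATP) in Tris acetate pH 7.5 buffer; luminescence output.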
An asterisk follows results filed as active; u = inconclusive. Potency is read from the fitted curve at half-maximal effect. This is a subset, so the mix of outcomes need not match the whole.

> CCCS(=O)(=O)NCCc1csc2nc(-c3ccc(OC)cc3)nn12
  FLuc modulator: -19%
> Cc1cc(C)c(NC(=O)CSc2nc3ccccc3c3nc(-c4ccccc4)nn23)c(C)c1
  FLuc modulator: 0%
> CCOc1cccc(CC(=O)N2CCc3c([nH]c4ccccc34)C2c2ccc(OC)cc2)c1OCC (centres undefined)
  FLuc modulator: -3%
> CCOc1cc2[nH]c(=O)n(CCCCC(=O)N3CCN(c4ccccc4)CC3)c(=O)c2cc1OCC
  FLuc modulator: -4%
> Cc1ccc(-n2nc3ccc(NC(=O)COc4ccccc4C)cc3n2)cc1
  FLuc modulator: -1%
> COc1cc(C)cc2oc(=O)c(CC(=O)NCc3cccc(Cl)c3)c(C)c12
  FLuc modulator: -1%
> Cc1nnc(N2CCC(C(=O)NC3CCCCC3)CC2)c2nn(-c3ccc(Cl)cc3)c(C)c12
  FLuc modulator: -6%
> CCCn1c2ccccc2c2cnn(CC(=O)N(CCCOC)Cc3ccco3)c(=O)c21
  FLuc modulator: -8%
> Cc1ccccc1Nc1nnc(-c2ccc(C)c(S(=O)(=O)N3CCN(C)CC3)c2)c2ccccc12
  FLuc modulator: -1%
> O=c1ccc2cc(S(=O)(=O)Nc3ccc(OC(F)(F)F)cc3)ccc2[nH]1
  FLuc modulator: -10%
> CCCCCNC(=O)C1CCC(Cn2c(=O)c3sccc3n(CC)c2=O)CC1 (centres undefined)
  FLuc modulator: -2%
> Cc1ccc(NC(=O)CCn2nc(-c3ccccc3)c3ccccc3c2=O)c(C)c1
  FLuc modulator: -8%
> O=C(Nc1ccccc1)c1cnc(N2CCCCC2)c2ccccc12
  FLuc modulator: -17%
> CC(NC(=O)c1ccc(NC(=O)c2nsc3ccccc23)cc1)c1ccccc1 (centres undefined)
  FLuc modulator: 3µM*
> O=C(CSc1nccn1C1CCCC1)Nc1ccc(C(F)(F)F)cc1
  FLuc modulator: -3%

> CCCCNC(=O)CSc1nc2cc3c(cc2c(=O)n1CCCC(=O)NCc1ccc2c(c1)OCO2)OCO3
  FLuc modulator: -4%
> O=C(NCCC1=CCCCC1)C1CCN(C(=O)N2CCOc3ccccc32)CC1
  FLuc modulator: -5%
> CC(C)Oc1ccc(CNC(=O)CCCN2C(=O)CCn3nc(-c4cccn4C)cc32)cc1
  FLuc modulator: -1%
> Cc1ccc2nc(CSc3nnc(NC(=O)c4ccc(C(C)(C)C)cc4)s3)cc(=O)n2c1
  FLuc modulator: -8%
> Cc1ccc(Cl)cc1-n1ncc2c(Nc3cccc(C)c3C)ncnc21
  FLuc modulator: -9%
> Cc1ccc2nc(N(Cc3cccnc3)C(=O)C3CCCCC3)sc2c1
  FLuc modulator: -3%
> CCc1cnc2c(c1SCC(=O)NCc1ccc(F)cc1)c(=O)n(C)c(=O)n2C
  FLuc modulator: -7%
> Cc1c(CCNC(=O)Cc2ccccc2)sc2nc(-c3ccc(F)cc3)nn12
  FLuc modulator: -14%
> CCC(=O)Nc1ccc(-c2nnc3c4ccccc4c(C)nn23)cc1
  FLuc modulator: 0%
> COCCCNC(=O)CSc1nc2cc3c(cc2c(=O)n1CCCCCC(=O)NCc1ccc2c(c1)OCO2)OCO3
  FLuc modulator: -3%
> CCCCc1ccc(NC(=O)Cn2nnc3sc4c(c3c2=O)CCC(C)C4)cc1 (centres undefined)
  FLuc modulator: u
> COc1ccc(CNC(=O)Cn2nnc(-c3ccc(C(F)(F)F)cc3)n2)cc1
  FLuc modulator: 0%
> CCOc1ccc(CCNC(=O)CCSCc2cccc(Cl)c2)cc1OCC
  FLuc modulator: -15%
> COc1ccc(N2CCN(C(=O)C(C)n3nc(C)c4sc5ccccc5c4c3=O)CC2)cc1 (centres undefined)
  FLuc modulator: u
> CCOc1ccc(CNC(=O)CSc2c3c(nc4cc(Cl)ccc24)CCCC3)cc1
  FLuc modulator: 4%

> CC(=O)N1CCCC1c1nc2ccccc2n1Cc1ccccc1C (centres undefined)
  FLuc modulator: 3%
> Cc1ccc(OCc2nc(-c3ccc(C(=O)N4CCN(c5ccccc5)CC4)cc3)oc2C)cc1
  FLuc modulator: -9%
> O=C(NCc1nc2ccccc2n1Cc1ccccc1Cl)c1ccccc1
  FLuc modulator: -3%
> CCCOc1ccc(C(=O)Nc2ccc(NC(=O)c3cccc(Cl)c3)cc2)cc1
  FLuc modulator: 0%
> CC(C)c1ccc2c(c1)NC(c1ccc(F)cc1)=NC(c1cccs1)=N2
  FLuc modulator: -18%
> COCCOC(=O)c1c(-c2ccccc2)c(-c2ccccc2)nn(C)c1=O
  FLuc modulator: -2%
> CCc1ccc(NC(=O)c2sc3ncnc(N(C)C4CCCCC4)c3c2C)cc1
  FLuc modulator: -18%
> CC(C)CCNC(=O)CN1C(=O)CSc2ccc(S(=O)(=O)N3CCC(C)CC3)cc21
  FLuc modulator: 2%
> CC1=C(c2ccc(C)c(C)c2)S(=O)(=O)N=C1N1CCC(C(=O)N2CCC(C(N)=O)CC2)CC1
  FLuc modulator: -2%
> COc1ccc(C(=O)COC(=O)C(Cc2c[nH]c3ccccc23)NC(=O)c2ccc(C(C)(C)C)cc2)cc1 (centres undefined)
  FLuc modulator: -5%
> CS(=O)(=O)c1ncc(N(Cc2ccco2)Cc2ccco2)c(C(=O)Nc2ccccc2Br)n1
  FLuc modulator: 1%
> CC(C)c1nn2c(=O)cc(COC(=O)c3ccc(NC(=O)C4CCCCC4)cc3)nc2s1
  FLuc modulator: -3%
> Cc1ccccc1OCc1nc2c3cnn(-c4ccccc4F)c3ncn2n1
  FLuc modulator: -1%
> Cc1ccc(C)c(N2CCN(S(=O)(=O)c3ccc4oc(=O)c5ncn(C)c5c4c3)CC2)c1
  FLuc modulator: -4%
> CCC(=O)C1=C(c2cccc([N+](=O)[O-])c2)N(C(=O)CC)n2c(nnc2-c2ccccc2)S1
  FLuc modulator: 1%

> COc1ccc(NC(=O)CCc2c(C)nc3nc(CNC(=O)OC(C)(C)C)nn3c2C)cc1OC
  FLuc modulator: 0%
> C=Cc1ccc(CSc2nc(-c3ccc(OC)cc3)nc3c2Cc2c(CO)cnc(C)c2O3)cc1
  FLuc modulator: 0%
> Cc1cc2oc(=O)c(CC(=O)NCCc3ccccc3F)c(C)c2c2occ(C(C)(C)C)c12
  FLuc modulator: u
> CCN(CC)S(=O)(=O)c1ccc2c(c1)N(CC(=O)N1CCN(c3cccc(C)c3)C(C)C1)C(=O)CO2 (centres undefined)
  FLuc modulator: -2%
> CCOc1ccc(-n2c(CCC(=O)O)ccc2-c2ccc(Br)cc2)cc1
  FLuc modulator: u
> COCCNC(=O)c1ccc(-n2c(-c3ccccc3)cc3c2CCCCC3)cc1
  FLuc modulator: u
> O=C(NCc1ccccc1)c1ccc(CSc2nc3cccnc3n2Cc2cccc(F)c2)cc1
  FLuc modulator: -4%
> CCCN(CCC)CCNC(=O)Cn1ncc2c([nH]c3ccc(C)cc32)c1=O
  FLuc modulator: 0%
> COc1cccc(-c2nc(SCC(=O)NC3CCCC3)c(-c3ccc(C)cc3)[nH]2)c1
  FLuc modulator: 4%
> O=C(c1ccc([N+](=O)[O-])cc1)N1c2ncnn2C2(CCCCC2)[C@@H]2CCCC[C@@H]21
  FLuc modulator: 2%
> CCCC1=Nc2cc(C(=O)NC3CCCC3)ccc2Sc2ccc(C)cc21
  FLuc modulator: -11%
> COc1cccc(CNC(=O)C2CCC(CNS(=O)(=O)c3ccc(Br)s3)CC2)c1 (centres undefined)
  FLuc modulator: 3%
> CC1CCN(S(=O)(=O)c2ccc3nc(Nc4ccc(C#N)cc4)ccc3c2)CC1
  FLuc modulator: -1%
> CCOc1ccc(C(=O)Nc2cc(-c3cn4cccnc4n3)ccc2C)cc1OCC
  FLuc modulator: -16%
> COc1cccc(-c2nc3c(C#N)c[nH]n3c2NC2CCCCC2)c1OC
  FLuc modulator: -12%

> COc1cccc(NC(=O)CSc2nc(=O)[nH]c3c2CCCC3)c1
  FLuc modulator: -9%
> CCOc1ccc(CN2C(=O)C(=O)c3cccc(C)c32)cc1OC
  FLuc modulator: 2%
> COc1ccc(/C=C/C(=O)Nc2ccc(Cl)c(Cl)c2)cc1
  FLuc modulator: 4.8µM*
> Cc1ccc(C)c(OCCCn2c(-c3ccc(Cl)cc3)nc3ccccc3c2=O)c1
  FLuc modulator: -2%
> COc1ccc(-c2cn3c(n2)sc2cc(C(=O)Nc4cc(Cl)ccc4C)ccc23)cc1
  FLuc modulator: 3%
> COc1cc(C(=O)NCCS(=O)(=O)N2CCN(c3ccccc3)CC2)cc(OC)c1OC
  FLuc modulator: -3%
> O=C(CSc1n[nH]c(-c2ccccc2Cl)n1)NCCc1ccccc1
  FLuc modulator: -17%
> Cc1cccc(-c2nc3c(c(SCc4ccccc4Cl)n2)Cc2c(CO)cnc(C)c2O3)c1
  FLuc modulator: -5%
> COc1ccc(-c2nn3c(-c4ccc(C)cc4)nnc3c3ccccc23)cc1
  FLuc modulator: 0%
> CCOC(=O)c1cc(-c2ccc(F)cc2)n(CCC(=O)NCCc2ccc(C)cc2)c1C
  FLuc modulator: -8%
> CCn1nc(C)c2c(-c3ccccc3)cc(=O)n(C(C)C(=O)NCCc3ccc(OC)c(OC)c3)c21 (centres undefined)
  FLuc modulator: 1%
> Cc1ccc(S(=O)(=O)CCC(=O)Nc2ccc(OC(F)(F)F)cc2)cc1
  FLuc modulator: 2%
> Cc1cc(C)cc(OCC(=O)NC(Cc2c[nH]c3ccccc23)C(=O)O)c1 (centres undefined)
  FLuc modulator: u
> Cc1nc2c(C(=O)NCCc3ccccc3)cnn2c(C)c1Cc1c(F)cccc1Cl
  FLuc modulator: -1%
> CCc1ccc(NC(=O)CN(Cc2ccccc2)S(=O)(=O)c2ccc3nc(C)sc3c2)cc1
  FLuc modulator: -3%

> COc1ccc(Cn2c(=O)c3oc4ccccc4c3n(Cc3cccc(F)c3)c2=O)cc1
  FLuc modulator: -7%
> Cc1ccc(N2CC(NC(=O)c3cccs3)CC2=O)cc1 (centres undefined)
  FLuc modulator: 7%
> CC(C)c1ccc(-c2noc(SCC(=O)N3CCN(c4ccccc4F)CC3)n2)cc1
  FLuc modulator: 2.4µM*
> Cc1ccc(C)c(N2CCN(C(=O)CCCCCn3c(=O)[nH]c4ccccc4c3=O)CC2)c1
  FLuc modulator: -12%
> Cc1ccccc1CN1C(=O)c2ccccc2Sc2ccc(C(=O)N3CCCC3)cc21
  FLuc modulator: -15%
> Cc1nc2ccc(S(=O)(=O)NCC(=O)Nc3ccc(F)cc3F)cc2s1
  FLuc modulator: 2%
> COC(=O)c1sc2ccccc2c1S(=O)(=O)N1CCN(c2ccc(C(C)=O)cc2)CC1
  FLuc modulator: -3%
> Cc1ccc(OC(=O)CSc2nnc(-c3cccs3)o2)c(C)c1
  FLuc modulator: -12%
> COc1ccc2[nH]cc(S(=O)(=O)c3ccc(C)c(C)c3)c(=O)c2c1
  FLuc modulator: 2%
> Cc1ccc2nc(/C(C#N)=C/c3ccccc3F)[nH]c2c1
  FLuc modulator: 8.5µM*
> CC(C)OC(=O)c1cccc(NC(=O)Cn2nnc3sc4c(c3c2=O)CCCC4)c1
  FLuc modulator: -21%
> CCOC(=O)N1CCc2c(sc(NCc3cccs3)c2C(=O)Nc2cc(Cl)ccc2OC)C1
  FLuc modulator: -6%
> Cc1cc(C)cc(OCC(=O)Nc2ccc(-c3nc4ncccc4o3)cc2C)c1
  FLuc modulator: 1%

Compound activity deposited in PubChem by National Center for Advancing Translational Sciences (NCATS).
